Cav32 inh: blocks human Cav3.2 T-type calcium channel; Cav3.2-expressing cells, Fluo-4 calcium fluorescence FDSS; hits give low values; B-score at 10 µM; 100,000 compounds, 4% hits;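 active means single-dose well whose peak fluorescence ratio is a statistical outlier from its plate by either plate-standardised score or position-corrected B-score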
* = called active by the depositor.

Cav32 inh	molecule
0.017	Cc1nc2cc(NC(=O)CSc3nc4c(C)cccc4cc3C#N)ccc2s1
0.17	COC(=O)[C@H](CCSC)NC(=O)NC1CCN(Cc2ccccc2)CC1
0.59	C=C(C)Cn1c(CCCNC(=O)CCC)nc2ccccc21
0.5	Cc1[nH]nc2c1C1(CCOCC1)C(C#N)=C(N)O2
-0.62	C=CCn1c(=O)n(CCC#N)c(=O)n(CCC#N)c1=O
0.17	O=C(NCC1CCNCC1)c1ccncc1
0.64	CCCCOCCCNC(=O)c1ccc(OC)cc1
-1.8	CC1=CC(C)(C)N(C(=O)CSc2nncn2C)c2ccccc21
-0.37	Cn1c(=O)oc2cc(S(=O)(=O)N3CCCc4ccccc43)ccc21
-0.81	CN(Cc1ccccc1)S(=O)(=O)c1ccc2c(c1)OCCO2
0.69	Cc1ccc(-c2nnc(N(C)C(=O)c3ccccn3)s2)cn1
-1.3	CC1(C)CCc2nc(SCc3ccccc3)c(C#N)cc2C1
-0.033	COc1cc(C(=O)Nc2ccc(S(=O)(=O)Nc3cc(C)on3)cc2)cc(OC)c1OC
-0.59	COc1ccc(-c2cc(CCCC(=O)NCCc3ccc(OC)cc3OC)no2)cc1
-2.1	O=C(NCC1CCCO1)C1CCCCN1S(=O)(=O)c1ccc(F)cc1 (stereo unspecified)
0.16	Cc1ccsc1/C=C/C1=Cc2c(sc(NC(=O)CSc3n[nH]c(N)n3)c2C#N)C(C)(C)C1
0.78	CN(C(=O)C12CC3CC(CC(C3)C1)C2)C1(C)CCS(=O)(=O)C1 (stereo unspecified)
0.12	COC(=O)CSc1ccccc1C(=O)OC
-0.41	Cc1ccc(C(=O)N2CCN(Cc3ccc4c(c3)OCO4)CC2)o1
-0.95	CC#CCN1c2ccccc2[C@]23C[C@@H](C(=O)OC)N(C(=O)NCCBr)C2=NC(C(=O)OC)=C(C(=O)OC)[C@H]13

The closing 6 records of the section above open the next one.
Cav32 inh	molecule
-2.1	O=C(NCC1CCCO1)C1CCCCN1S(=O)(=O)c1ccc(F)cc1 (stereo unspecified)
0.16	Cc1ccsc1/C=C/C1=Cc2c(sc(NC(=O)CSc3n[nH]c(N)n3)c2C#N)C(C)(C)C1
0.78	CN(C(=O)C12CC3CC(CC(C3)C1)C2)C1(C)CCS(=O)(=O)C1 (stereo unspecified)
0.12	COC(=O)CSc1ccccc1C(=O)OC
-0.41	Cc1ccc(C(=O)N2CCN(Cc3ccc4c(c3)OCO4)CC2)o1
-0.95	CC#CCN1c2ccccc2[C@]23C[C@@H](C(=O)OC)N(C(=O)NCCBr)C2=NC(C(=O)OC)=C(C(=O)OC)[C@H]13
0.15	Cc1cc(C(=O)NCc2cccs2)no1
-0.89	COc1ccc(C2/C=C\CN(Cc3ccco3)CC(=O)N2Cc2ccc(F)cc2)cc1 (stereo unspecified)
0.91	CC(C)CC(NC(=O)C1CCC(C)CC1)C(=O)N1CCN(c2ccccn2)CC1 (stereo unspecified)
0.75	CC(C)CN1C(=O)NC(NC(=O)c2ccco2)(C(F)(F)F)C1=O (stereo unspecified)
0.29	C=CCN1C(=O)C(O)(CC(=O)c2c(C)n[nH]c2C)c2cc(Br)ccc21 (stereo unspecified)
0.14	CC(=O)Nc1cccc2c1C(=O)N(c1cccc(C)c1)C2=O
0.34	Cn1c(=O)[nH]c(=O)c2c1nc(NCCCn1ccnc1)n2Cc1ccc(F)cc1
0.0031	COC(=O)c1ccc2c(c1)S(=O)(=O)NC(=NCc1ccco1)S2
1.1	Cc1nn(C)c(C(=O)N/N=C/c2ccccc2)c1[N+](=O)[O-]
0.97	CNC(=O)NC1CCCc2ccccc21 (stereo unspecified)
0.012	COc1ccc(N(CC(=O)NCc2cccs2)S(=O)(=O)c2c(C)nn(C)c2C)cc1
0.68	O=C(O)CCC(=O)N1CCc2cc(S(=O)(=O)NCc3cccs3)ccc21
-0.67	CCOc1ccc(C(C)=O)cc1COc1ccc(-n2cnnn2)cc1
-3.5	COc1ccccc1N1CCN(C(c2cccs2)C(C)NC(=O)c2cccs2)CC1 (stereo unspecified)
-0.64	Cc1onc(-c2ccccc2)c1C(=O)Nc1ccc(-c2nnc3n2CCCCC3)cc1
-0.047	Cc1ccc(C2CC(c3ccc(F)cc3)Nc3nc(N)nn32)cc1 (stereo unspecified)
-0.33	O=C(NC(c1ccccc1)c1ccccc1)c1ccc(Br)o1
0.27	COCCN1CCN(c2cc(-c3ccccc3)nc3cc(-c4cccc(F)c4)nn23)CC1
-0.97	CC(=O)Nc1cccc(NC(=O)CSc2nnc(Cc3cccn3C)n2-c2ccc(F)cc2)c1
-0.78	CC(C)C(=O)Nc1c(C(=O)c2ccc(F)cc2)oc2ccccc12
0.048	CCCC(=O)NC(=S)Nc1c(C)cc(Br)cc1C
0.29	CN1C(=O)N2CN(C3CCCCC3)CN3C(=O)N(C)C1C23 (stereo unspecified)
0.35	Cn1c(Cn2c(=O)sc3ccccc32)nnc1SCC(=O)N1CCOCC1
-0.72	C=CCn1c(SCCC(=O)O)nc2c1c(=O)n(C)c(=O)n2C
-0.047	CCOC(=O)c1c(-c2cccs2)csc1NC(=O)CN1CCOCC1
-0.1	O=C(Nc1cccnc1)c1ccc2snnc2c1
1	CC(=O)Nc1sc2c(c1C(c1ccccc1Cl)N1CCN(CCO)CC1)CCCC2 (stereo unspecified)
-0.048	O=c1oc2ccc(Br)cc2cc1-c1nc2ccccc2o1
-0.17	COc1cc(C2CC(=O)Oc3c(C(CCN4CCCC(C)C4)c4ccc(N(C)C)cc4)c(OC)cc(OC)c32)cc(OC)c1OC (stereo unspecified)
0.85	Cn1c(/C=N/n2cnnc2)nc2ccccc21
0.32	O=C1C(=O)N(CCN2CCOCC2)C(c2ccncc2)/C1=C(/O)c1ccc2c(c1)OCO2 (stereo unspecified)
-1.8	CC1=C(CC/C(C)=N/NC(N)=S)C(C)(C)CCC1
-0.63	CCCCCn1c(=O)c(Cc2ccccc2)c(O)c2ccccc21
-1.8	CC(C)Oc1cccc(C(=O)Nc2ccc(NC(=O)c3ccco3)cc2)c1
-0.098	O=C1OCCC1Sc1nnc(-c2ccc(Br)cc2)o1 (stereo unspecified)
-1.9	COCc1cc(C)nc(OCC(=O)N/N=C/c2ccc(-c3cc([N+](=O)[O-])ccc3C)o2)c1C#N
1.1	CCC(C)n1c(=N)c(C#N)cc2c(=O)n3ccccc3nc21 (stereo unspecified)
-1.2	CC(C)C(=O)N1CCC(c2nc(-c3ccc(S(=O)(=O)N4CCCC4)cc3)no2)CC1
-0.019	CC(C)[C@@H]1NC(=O)c2cc([N+](=O)[O-])cc(I)c2NCCCC[C@@H](C(=O)NC(CC(=O)O)C(N)=O)NC(=O)[C@H](CO)NC1=O (stereo partly specified)
-0.71	CC(C)=CCC(C)(C)CNC(=O)NC1CCCCC1
0.13	Cc1ccc(Cn2ccc(NC(=O)c3cc(-c4ccc(Br)cc4)on3)n2)cc1
0.47	CC(C)CNS(=O)(=O)c1ccc(CCC(=O)Nc2ccc3c(c2)OCO3)cc1
0.23	COc1ccc(C)cc1S(=O)(=O)N(C)CC(=O)N1CCCCCC1
0.2	COc1ccc(C(=O)N(CN2CCCC2=O)c2ccc(C)cc2)cc1
0.96	CN1CSC2=C(C#N)C(c3cccc(OCc4ccccc4)c3)CC(=O)N2C1 (stereo unspecified)
0.89	O=C(C#Cc1ccccc1)c1cccc([N+](=O)[O-])c1
-1.2	Cc1ccc(CNC(=O)COC(=O)c2ccc(S(=O)(=O)N3CCCC3)cc2)cc1
-0.36	CCN1CCN(CC(=O)Nc2cc(F)ccc2C)CC1
-2.1	CCOC(=O)/C(C#N)=C/c1cc(C)n(-c2ccccc2)c1C
1.4	CCCCNC(=O)NS(=O)(=O)c1ccc(C(=O)OC(C)C)o1
-0.58	O=C(COc1ccc2ccccc2c1)NCCNC(=O)COc1ccc2ccccc2c1
-0.25	CCCOc1ccc(/C(O)=C2/C(=O)C(=O)N(CCN(C)C)C2c2ccc(OC)c(OC)c2)cc1 (stereo unspecified)
-0.014	COc1ccc(Oc2nc(SC)nc3ccccc23)cc1
1	CCOc1ccc(-c2nnc(-c3cccnc3)o2)cc1OCC
1.3	COc1ccc(C(CNC(=O)c2cc(C)oc2C)N2CCOCC2)cc1 (stereo unspecified)
0.97	N#Cc1cn(CC(=O)N2CCCC2)c2ccccc12
-0.42	COc1ccc(S(=O)(=O)N(C)c2c(C)n(C)n(-c3ccccc3)c2=O)cc1OC
-1.4	CCCc1cc(=O)[nH]c(SCc2cc(C(=O)OC)c(C)o2)n1
-0.46	COc1ccc(C(=O)c2c(C)oc3ccc(O)c(CN4CCOCC4)c23)cc1
0.26	CS(=O)(=O)N(CC(=O)NC1CCCC1)Cc1ccc(Cl)cc1

Rewritten in CSV form: part of the list above.
Molecule,Cav32 inh
O=C(COc1ccc2ccccc2c1)NCCNC(=O)COc1ccc2ccccc2c1,-0.58
CCCOc1ccc(/C(O)=C2/C(=O)C(=O)N(CCN(C)C)C2c2ccc(OC)c(OC)c2)cc1 (stereo unspecified),-0.25

More compounds
Cav32 inh	molecule
-5.3*	Cc1nn(C)cc1C(C(=O)NC1CCCCC1)N(C(=O)Cc1cccs1)c1ccc(C(C)C)cc1 (stereo unspecified)
0.62	O=C1NCCCC2c3c(cc(Br)c(O)c3Br)OC12N1CCOCC1 (stereo unspecified)
-0.29	O=C(NC1CCCCCC1)c1c(O)c2ccccc2[nH]c1=O
0.98	CCn1c(SCC(=O)N2CCC(C)CC2)nnc1-c1ccc(S(=O)(=O)N2CCN(C)CC2)cc1
0.11	CCOC(=O)N1CCC(NC(=O)CNS(=O)(=O)c2ccc(Br)s2)CC1
0.069	O=C(CSc1nc2ncccc2[nH]1)NCCc1ccccc1
0.87	COc1ccc(-c2nnc(SCC(N)=O)n2N)cc1
-0.011	CCOc1ccc(Nc2nc(CC(=O)OC)cc(=O)[nH]2)cc1
0.91	Cc1ccc2c(c1)NC(=O)C(CC(=O)NCCCN1CCc3ccccc3C1)O2 (stereo unspecified)
-0.63	Brc1ccc(Oc2nsnc2N2CCOCC2)cc1
-2.5	CN(C(=O)Nc1ccc(Cl)cc1Cl)[C@H]1c2cc(Br)ccc2OC[C@H]1CO
0.96	COc1ccc(-c2nc3c(c(SCC(=O)N4CCOCC4)n2)COC(C)(C)C3)cc1
0.022	CS(=O)(=O)N(CC(=O)N1CCCC1)c1ccc(OCc2ccccc2)cc1
-0.043	Cc1ccc(C)c(C(=O)CC2(O)C(=O)Nc3ccccc32)c1 (stereo unspecified)
1.1	O=C(CN1C(=O)c2ccccc2C1=O)Nc1ccccc1C(=O)NC1CCCCC1
-0.2	Cn1nc(-c2ccc(Cl)cc2)c2cc(C(=O)NCCCN3CCCC3)sc21
0.0099	O=C(Cc1ccc(Cl)cc1)Nc1ccccc1N1CCOCC1
-1.7	Cc1ccc(S(=O)(=O)/N=C(/NC(=S)Nc2ccccc2)c2ccccc2)cc1
1.1	Clc1ccccc1Cn1nnc2c(NCCN3CCOCC3)ncnc21
-0.19	Nc1nc2n(n1)C(c1ccco1)CC(c1ccc(Cl)c(Cl)c1)N2 (stereo unspecified)

Next section; the last 7 above are carried over.
Cav32 inh	molecule
-0.043	Cc1ccc(C)c(C(=O)CC2(O)C(=O)Nc3ccccc32)c1 (stereo unspecified)
1.1	O=C(CN1C(=O)c2ccccc2C1=O)Nc1ccccc1C(=O)NC1CCCCC1
-0.2	Cn1nc(-c2ccc(Cl)cc2)c2cc(C(=O)NCCCN3CCCC3)sc21
0.0099	O=C(Cc1ccc(Cl)cc1)Nc1ccccc1N1CCOCC1
-1.7	Cc1ccc(S(=O)(=O)/N=C(/NC(=S)Nc2ccccc2)c2ccccc2)cc1
1.1	Clc1ccccc1Cn1nnc2c(NCCN3CCOCC3)ncnc21
-0.19	Nc1nc2n(n1)C(c1ccco1)CC(c1ccc(Cl)c(Cl)c1)N2 (stereo unspecified)
-4.7*	Cc1ccc(-c2nnn(CC(=O)N3CCCc4ccccc43)n2)cc1
-0.54	CCOC(=O)C1=C(C)NC(=O)NC1c1ccc(OC(=O)c2ccco2)cc1 (stereo unspecified)
-0.083	CCc1ccc(N2CC(C(=O)OCC(=O)NC3CCS(=O)(=O)C3)CC2=O)cc1 (stereo unspecified)
1.2	CCOC(=O)c1cccc(NC(=O)CSc2nnc(C3CCCCC3)n2C)c1
-1.3	CC(=O)c1ccc(OCC(O)CN2CCC(C)CC2)cc1 (stereo unspecified)
-3	Cc1cccc(NC(=S)NC2CC3CCCC(C2)N3Cc2cccs2)c1 (stereo unspecified)
2.5	Cc1nc(NCCNC(=O)c2ccco2)c2c(C)c(C)sc2n1
0.43	NC1=C(c2ccc(F)cc2)C(=O)CS1
-0.44	COc1ccc(S(=O)(=O)N2CCCN(CC(=O)Nc3ccc4c(c3)OCO4)CC2)cc1
1	C[C@H]1CCC[C@@]2(O[C@@H](CCO)C[C@@H](O)[C@@H]2O)O1
-1.5	CCN(CC)S(=O)(=O)c1ccc(O)c(C(=O)OCC(=O)N(C)Cc2ccccc2)c1
0.68	Cc1ccc(-c2ccc(=O)n(CCC(=O)NCCN3CCCCC3C)n2)cc1 (stereo unspecified)
-1.9	O=C(Nc1ncc(Cc2ccccc2Cl)s1)C1CCCO1 (stereo unspecified)
0.51	Oc1ccc2ccccc2c1/C=N/c1nccs1
-1	COc1ccccc1N1CCN(C(=O)CSc2ccccc2)CC1
1.2	O=C(CN1CCNCC1)Nc1ccc(Oc2ccccc2)cc1
0.0076	O=C(NCCCN1CCOCC1)c1ccc(Br)cc1
0.092	COC(=O)c1sc2nc(-c3ccccc3)nc(N3CCN(C)CC3)c2c1C
0.43	N#C/C(=C(/O)CN1CCCCC1)c1nc(-c2ccc(Cl)cc2)cs1
-0.11	CCOc1ccc2nc(NC(=O)CN3CCN(C)CC3)sc2c1
-0.72	CC(=O)NCCn1c(SCc2ccccc2C)nc2ccccc2c1=O
-0.17	O=S(=O)(Nc1ccc2c(c1)nc1n2CCN(Cc2ccccc2)C1)c1ccccc1
0.88	CCn1c(SCC(=O)c2[nH]c(C)c(C(C)=O)c2C)nnc1-c1cccs1

Some of the compounds tested; the hit share may differ from the screen's.
